DAGLB inhibitor: diacylglycerol lipase beta (human) inhibition. 0.059% of 340,000 active. inhibition, % at 5.17 µM. Q8NCG7. HEK293T DAGLB membrane lysate, EnzChek fluorogenic substrate. AID 504411; in the data active means inhibition above about 34%;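 further: 0% = enzyme with vehicle and 100% = wells lacking enzyme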
RTF Ca sens inh: cardiac RTF calcium desensitization. inhibition, % at 7.15 µM. 0.12% of 340,000 active. IANBD-labeled cardiac RTF, Ca2+ fluorescence. P19429+P45379;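 active means inhibition above the mean inhibition of all tested compounds plus 3 SD, cut at about 17% in these data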;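 further: assay run at fixed EC70 calcium of 1.6 mM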
PKA-R2B act: activates the human PKA-R2B holoenzyme complex | P22694+P31323 | AID 504700 | PKA-R2B holoenzyme dissociation, Cy5-IP20 fluorescence polarization; R2B truncated from residue 108, S112A mutant; 0% DMSO only, 100% 113 µM cGMP | 0.079% of 340,000 active | activation, % at 11.4 µM;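 active means activation above a cutoff set at the mean over all compounds plus 3 SD, cut at about 18% in these data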;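 further: higher means more holoenzyme dissociation and a rise in polarization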
PvdQ acylase: P. aeruginosa PvdQ acylase inhibition. purified PvdQ acylase, fluorescence plate reader. inhibition, % at 10 µM. 0.063% of 340,000 active. AID 488965; in the data active means inhibition above about 30%, passing the limit was not always enough;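 further: 0% = vehicle neutral wells and 100% = reference inhibitor wells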
SR-BI DiI inh: inhibitors of mouse SR-BI mediated HDL lipid uptake. 0.96% of 320,000 active. ldlA[mSR-BI] CHO cells, DiI-HDL uptake fluorescence, 3 h. inhibition, % at 12.5 µM. Q61009;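 active means mean replicate inhibition of at least 70% and a set share of replicates each scoring 70 or more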;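 further: 0% = median of neutral control wells and 100% = median of positive control wells; values of inactives mirror those of a sister screen read the other way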
NSD2 inh: NSD2 (human) methyltransferase inhibition | O96028 | NSD2 peptide methylation, AlphaScreen, 120 min | inhibition, % at 12.5 µM | 0.54% of 310,000 active | AID 743445; in the data active means inhibition above about 50%
Target sequence (O96028 whole entry, looked up): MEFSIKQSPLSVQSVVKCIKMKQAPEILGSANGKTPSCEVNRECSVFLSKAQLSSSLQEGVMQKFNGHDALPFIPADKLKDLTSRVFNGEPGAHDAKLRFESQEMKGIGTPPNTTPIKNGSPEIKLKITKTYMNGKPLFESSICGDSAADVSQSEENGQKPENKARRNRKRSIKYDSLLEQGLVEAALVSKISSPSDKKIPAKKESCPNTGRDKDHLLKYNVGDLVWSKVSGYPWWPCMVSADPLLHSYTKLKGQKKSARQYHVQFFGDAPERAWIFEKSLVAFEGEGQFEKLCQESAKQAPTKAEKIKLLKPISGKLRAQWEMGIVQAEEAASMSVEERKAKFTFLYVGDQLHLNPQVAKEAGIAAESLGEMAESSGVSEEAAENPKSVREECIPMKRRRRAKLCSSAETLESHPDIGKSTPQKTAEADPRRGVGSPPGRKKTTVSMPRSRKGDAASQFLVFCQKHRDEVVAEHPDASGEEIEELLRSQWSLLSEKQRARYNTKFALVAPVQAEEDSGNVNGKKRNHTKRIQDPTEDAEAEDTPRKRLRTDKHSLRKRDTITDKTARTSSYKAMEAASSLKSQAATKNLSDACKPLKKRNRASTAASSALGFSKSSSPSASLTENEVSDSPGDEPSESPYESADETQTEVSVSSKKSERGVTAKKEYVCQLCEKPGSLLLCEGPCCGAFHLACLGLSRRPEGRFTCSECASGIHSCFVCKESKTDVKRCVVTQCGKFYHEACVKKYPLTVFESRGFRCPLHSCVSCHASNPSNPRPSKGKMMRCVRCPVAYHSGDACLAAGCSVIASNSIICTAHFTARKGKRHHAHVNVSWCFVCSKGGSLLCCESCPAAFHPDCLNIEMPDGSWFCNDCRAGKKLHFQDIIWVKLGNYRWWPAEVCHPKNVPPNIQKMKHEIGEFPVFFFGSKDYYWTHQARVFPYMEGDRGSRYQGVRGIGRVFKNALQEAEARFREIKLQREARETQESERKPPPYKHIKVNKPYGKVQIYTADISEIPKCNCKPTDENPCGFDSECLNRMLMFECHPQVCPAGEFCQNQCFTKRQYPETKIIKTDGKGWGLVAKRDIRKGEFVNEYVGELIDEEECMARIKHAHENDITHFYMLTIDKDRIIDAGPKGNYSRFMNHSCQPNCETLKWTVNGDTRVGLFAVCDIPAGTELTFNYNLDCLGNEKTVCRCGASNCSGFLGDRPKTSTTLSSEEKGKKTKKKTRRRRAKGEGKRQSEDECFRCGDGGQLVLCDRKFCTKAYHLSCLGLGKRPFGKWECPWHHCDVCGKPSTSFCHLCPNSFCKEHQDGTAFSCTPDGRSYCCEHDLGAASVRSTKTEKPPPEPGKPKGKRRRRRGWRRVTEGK
Arr AP2 block: human beta-arrestin and AP2 interaction inhibition. FITC-arrestin peptide / GST-AP2 beads, flow cytometry; AP2 beta2 appendage carries R879A mutation. inhibition, % at 10 µM. 0.31% of 340,000 active;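 active means inhibition above a set limit, near 3 SD of compounds lacking own fluorescence, cut at about 54% in these data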;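 further: plate controls were DMSO wells for no effect and 5 µM unlabelled arrestin peptide for full effect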
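test system = AP2 appendage R879A on GSH beads | buffer or medium = PBS plus Tween 20 (0.05%) and BSA (0.1%) | incubation = 12 min plus 1 h, RT | detection = bead flow cytometry, FITC channel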
SR-BI uptake up: SR-BI HDL lipid transfer activation. CHO ldlA[mSR-BI] cells, DiI-HDL uptake fluorescence, 3 h; 100 = double the neutral-control signal. AID 504775. activation, % at 12.5 µM. 0.096% of 320,000 active;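 active means mean replicate activation of at least 60% and every replicate at or above 60%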;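 further: 0% = median plate neutral-control signal and 100% = twice that signal; values of inactives mirror those of a sister screen read the other way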
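Material – SR-BI-overexpressing, LDLR-lacking CHO cells · Medium – BSA-supplemented, HEPES-buffered Ham's F12, pH 7.4 · Doses – single concentration · Times – compound with DiI-HDL co-incubation, 3 h at 37 °C · Measured by – bottom-read fluorescence, 550/595 nm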
C-LANA FP: KSHV C-LANA DNA binding inhibition; 0.078% of 340,000 active; inhibition, % at 9 µM; MBP-C-LANA/FAM-LBS DNA binding, fluorescence polarization; AID 504423;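 active means highest replicate inhibition at or above 60% at 9 µM, even if other replicates fall short; inactive means all replicates below 60% inhibition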;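 further: 0% = neutral control wells and 100% = 4 µM acridine orange control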
Keap1 Nrf2 FP: inhibitors of human Keap1-Nrf2 protein-protein interaction; Q14145; Keap1 Kelch-Nrf2 peptide fluorescence polarization, 1536-well; inhibition, % at 9.4 µM; 0.15% of 340,000 active; in the data active means inhibition above about 12%;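 further: human Keap1 Kelch domain with fluorescein labeled Nrf2 9mer peptide probe; 0% = neutral control wells and 100% = peptide positive control; higher means more block of Keap1 binding to Nrf2 peptide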
* marks the source's active call; other numbers are inactive results; x = no result given. Outcome played no part in choosing rows, and some 2.1% of all compounds hit somewhere here.

SMILES	DAGLB inhibitor	RTF Ca sens inh	PKA-R2B act	PvdQ acylase	SR-BI DiI inh	NSD2 inh	Arr AP2 block	SR-BI uptake up	C-LANA FP	Keap1 Nrf2 FP
CC1CN(C(=O)COC(=O)c2ccc(N)c([N+](=O)[O-])c2)CC(C)O1 (stereo not drawn)	-1	-1	-2	9	-33	-2	8	33	-0.2	-6
Cc1cccc(NC(=O)[C@@H](NC(=O)[C@@H]2Cc3ccccc3CN2)C(C)C)c1	-1	-6	1	-4	-21	-2	-3	21	0.9	-3
CCOC(=O)c1ccc(NC(=O)c2nc(S(=O)(=O)Cc3ccccc3)ncc2Cl)cc1	2	-6	6	-9	4	x	27	-4	-0.6	2
CCCSc1nc(N)nc2c1ncn2C1OC(CO)C(O)C1O (stereo not drawn)	-2	0	2	12	-14	9	2	14	1.0	-2
CCOc1ccc2nc3cc(N=Nc4ccc(N)nc4N)ccc3c(N)c2c1	12	25*	-3	23	17	59*	x	-17	-0.1	5
COc1ccc2cc(C(C)C(=O)N3CCC(C)CC3)ccc2c1 (stereo not drawn)	-2	-8	4	-2	x	2	24	x	1.7	6
CC(=O)NCCC(=O)N(C)CC1CCN(CCc2cccc(C(F)(F)F)c2)CC1	-1	-2	5	-15	3	0	0	-3	1.1	-3
O=C1CCC(C(=O)OCC(=O)c2ccccc2)N1 (stereo not drawn)	1	-6	-10	-16	-44	-1	-18	44	0.8	1
Cc1nc2scc(C)n2c(=O)c1S(=O)(=O)NCc1ccc(F)cc1	0	2	-4	-1	-5	0	4	5	1.5	3
Cc1cc(C)nc(NC(=O)/C=C/c2ccccc2Cl)n1	0	-22	-3	-19	26	-2	-4	-26	-0.7	1
Cc1n[nH]c(=S)c2nn(-c3ccccc3F)c(C)c12	1	4	-2	5	-26	-1	11	26	13	-1
COC1=NC2=NCCN2C(OC)=N1	0	8	0	-8	-8	-2	-7	8	-0.3	-6
CCN1CCN(c2cc(C)nc(-c3ccccc3O)n2)CC1	-2	3	-8	-7	-4	13	-4	4	0.7	-1
CCCCOC(=O)c1ccc(NC(=S)NC(=O)c2c(Cl)cnn2C)cc1	-10	-6	-4	-10	0	0	0	0	2.9	4
Cc1ccc(CC2C(=O)N(c3ccc(C)cc3)C(=O)C2C)cc1 (stereo not drawn)	-2	-13	9	-11	5	-1	36	-5	-1.5	-3

The list goes on, overlapping the part above by 2 compounds.
SMILES	DAGLB inhibitor	RTF Ca sens inh	PKA-R2B act	PvdQ acylase	SR-BI DiI inh	NSD2 inh	Arr AP2 block	SR-BI uptake up	C-LANA FP	Keap1 Nrf2 FP
CCCCOC(=O)c1ccc(NC(=S)NC(=O)c2c(Cl)cnn2C)cc1	-10	-6	-4	-10	0	0	0	0	2.9	4
Cc1ccc(CC2C(=O)N(c3ccc(C)cc3)C(=O)C2C)cc1 (stereo not drawn)	-2	-13	9	-11	5	-1	36	-5	-1.5	-3
O=C(c1ccccc1)c1cnc(Nc2ccccc2Cl)s1	-5	-4	3	6	20	-3	6	-20	-1.3	-3
COc1ccc(CCNC(=O)CSc2nnc(CNc3ccc(Cl)cc3)o2)cc1OC	1	-7	-6	-10	10	-1	-1	-10	1.8	-1
COc1ccc(COC(=O)C2=C(C)NC(=O)NC2c2ccccc2F)cc1 (stereo not drawn)	1	1	-9	-2	31	-1	-2	-31	-2.0	-5
CCC(=NC(CC)CO)C1=C(O)CC(C)(C)CC1=O (stereo not drawn)	-1	1	-9	0	5	25	10	-5	3.0	1
CC(O)c1c(-c2ccccc2)nn(C)c1Cl (stereo not drawn)	-3	-5	5	-1	-14	-1	35	14	1.0	-3
CC(=O)Nc1ccc(-c2cc(-c3ccccc3)nc(-c3ccccc3)n2)cc1	1	-8	0	-4	45	-1	16	-45	1.5	-3
O=C(NCc1cccnc1)c1ccc2c(=O)n(CCCN3CCCC3=O)c(=S)[nH]c2c1	-2	0	2	10	13	-3	-2	-13	-0.7	-4
COc1ccc(NC(=O)CCCCC#Cc2ccccc2)cc1	-7	-10	7	-13	-2	x	0	2	0.2	-3
Cc1noc(C)c1COC(=O)c1cccc(N(C)C)c1	-1	1	2	-11	1	4	-1	-1	-2.4	-8
COc1cc(/C=N/NC(=O)c2ccccc2O)ccc1OC(=O)CC1SC(=O)NC1=O (stereo not drawn)	-3	-14	-2	6	x	7	2	x	-0.3	4
O=C(CN1C(=O)c2ccccc2S1(=O)=O)Nc1ccc(S(=O)(=O)Nc2ncccn2)cc1	2	-10	-3	-8	0	-2	-9	0	-0.5	-1
C=CC(C)N1C(=O)S/C(=C\c2ccc(N3CCOCC3)cc2C)C1=O (stereo not drawn)	-8	-17	0	3	54	-2	-1	-54	7.1	3
N#CC1=C(N)NC(SCc2ccc(F)cc2)=C(C#N)C12CCCCC2	3	-4	3	-10	1	2	26	-1	3.5	2
O=C(O)C1CCCN(S(=O)(=O)c2ccc(Cl)s2)C1 (stereo not drawn)	-2	-3	13	6	-12	x	15	12	0.6	-2
CC(=O)c1ccc(NC(=O)C2=CC(c3ccc4c(c3)OCO4)=NS(=O)(=O)N2C)cc1	3	-5	-1	-4	-3	-1	3	3	0.5	-4
CCN(C(=S)Nc1cc(S(=O)(=O)N2CCOCC2)ccc1Cl)c1cccc2ccccc12	-2	4	-8	-14	-22	2	6	22	-0.7	-3
CCCC(C)NC(=O)c1ccc2[nH]c3c(c2c1)CC(C)CC3 (stereo not drawn)	1	10	-11	-18	38	4	1	-38	-0.6	-4
C=C1CCN(c2ccc(C(=O)NCCC)cc2[N+](=O)[O-])CC1	5	-16	6	-7	35	x	5	-35	0.7	-2
CC1(C)Oc2ccc3ccc(=O)oc3c2CC1O (stereo not drawn)	1	-4	1	-7	8	-4	4	-8	-1.1	-10
Cc1ccc(CNC(=O)COc2cccc3c2OC(C)(C)C3)cc1	-5	-5	-6	-14	-25	-2	-4	25	0.8	-5
O=C(OCc1nc2ccccc2c(=O)[nH]1)c1cccs1	-2	4	-4	-15	-5	x	-9	5	0.2	0
Cc1ccc(CN(C)C(=O)CCc2nc3sc4c(c3c(=O)[nH]2)CCCC4)o1	4	3	4	-10	-4	-5	3	4	-0.1	-12
O=C(NCC(c1ccco1)N1CCN(c2ccc(F)cc2)CC1)C(=O)NC1CCCC1 (stereo not drawn)	1	-14	4	-6	26	-1	6	-26	0.1	2
NS(=O)(=O)c1ccc(N/C=C\C(=O)c2ccncc2)cc1	-2	-6	-1	7	-7	-2	29	7	-2.2	-1
COc1cc(NC(=O)c2cc3c(C)nc4ccccc4c3o2)cc(OC)c1OC	0	-4	-15	13	73*	x	1	-73	-3.7	-2
Cc1cccc(CSCC(=O)NCc2ccc(S(N)(=O)=O)cc2)c1	0	-5	0	-20	-20	-2	-5	20	0.8	-7
CC(NC(=O)CC12CC3CC(CC(C3)C1)C2)C(=O)O (stereo not drawn)	-1	-7	-9	-1	-6	-2	2	6	-1.2	3
COc1ccc2c(c1)c1nc3ccccc3nc1n2CCn1c(=O)oc2ccccc21	-1	-11	-9	1	67	58*	1	-67	-0.3	-2
O=C(NC1CCN(S(=O)(=O)c2ccc(F)cc2)CC1)c1ccc(F)cc1	-2	-6	-2	-9	-9	-1	-8	9	0.7	2
Cc1ccc(S(=O)(=O)Nc2ccc(Oc3cccnc3)nc2)cc1	0	0	-1	-12	5	-1	15	-5	-0.4	4
CN(C)S(=O)(=O)c1cccc(C(=O)OCC(=O)N2CCCC2=O)c1	1	2	0	1	15	-4	6	-15	0.5	-1
Nn1c(-c2cccc(O)c2)nnc1-c1cccc(O)c1	2	2	2	3	0	-2	2	0	1.5	-2
CCOC(=O)[C@H]1[C@H]2COc3ccc(Cl)cc3[C@@H]2N2C(=O)c3ccc(C)cc3NC(=O)[C@@]12C	-6	-18	-7	6	-5	x	16	5	2.8	-3
Cc1ccccc1NC(=O)c1c(C)nc(SCC(=O)OCc2ccccc2)c(C#N)c1-c1ccc(F)cc1	-12	-5	-4	-15	18	-1	3	-18	-2.9	-7
CSc1ccccc1NC(=O)CN(C)CC(=O)Nc1cccc(Br)c1	-3	9	-3	-3	6	-2	15	-6	-0.1	1
O=C(NCCOc1ccccc1)c1ccccc1NC(=O)C1CCCO1 (stereo not drawn)	1	3	-3	-14	9	x	-21	-9	0.2	0
C=CCN1C(=O)c2ccc(C(=O)N(CC)CC(=O)Nc3ccc(OC)cc3)cc2C1=O	1	-5	-7	-7	0	2	-4	0	0.2	3
Cc1onc(-c2ccccc2)c1C(=O)NCC1CCCO1 (stereo not drawn)	0	4	12	8	x	0	5	x	12	6
Fc1ccccc1/C=N/Nc1nc2ccccc2o1	-1	-1	-1	0	15	1	9	-15	-0.2	2
Cc1ccccc1NC(=O)CC(O)(C(F)(F)F)C(F)(F)F	-1	-8	5	-13	-22	0	1	22	2.4	-6
Cc1ccc(NC(=O)Nc2cccc([N+](=O)[O-])c2)nc1	-2	0	14	-7	9	-2	8	-9	-2.5	-1
Cc1ccc(S(=O)(=O)Nc2nc(-c3ccc(F)cc3)cs2)cc1	9	-2	-8	8	x	12	26	x	0.6	1
COCCOC1CCN(C(=O)C2CCC(=O)N(CCc3cccc(F)c3)C2)CC1 (stereo not drawn)	0	-3	3	-20	-30	0	2	30	-0.8	-5
C=CCc1cccc(/C=N/NC(=O)CCC(=O)Nc2ccc(C)cc2)c1O	-3	-4	-11	-17	-14	-1	-11	14	-0.1	-1
Cc1nc(NC(=O)c2ccco2)sc1C(=O)Nc1ccc(Br)cc1	4	-9	-1	-3	18	x	-3	-18	-0.1	-5
COc1cccc(OCc2cc(C3Nc4ccccc4C(=O)N3Cc3ccco3)ccc2OC)c1 (stereo not drawn)	0	0	0	3	30	-1	17	-3	0.5	-9
Cc1ccc(Oc2c(F)c(F)nc(N3CCCC3)c2F)cc1	-1	0	-5	-11	-2	11	0	2	0.5	5
CCOC(=O)c1c(C)[nH]c(C)c1C(=O)COc1ccc(NC(=O)c2ccco2)cc1	1	-22	0	-9	30	3	7	-30	-0.8	-2
O=C(Nc1cc(N2CCCCC2)ncn1)c1ccccc1	-5	1	-7	11	4	2	3	-4	1.6	1
O=C(NCC1CCCO1)c1ccccn1 (stereo not drawn)	-1	8	-6	-2	-19	0	-1	19	-0.6	-2
COc1ccc(NC(=O)Cc2coc3cc(C)c(C(C)C)cc23)cc1S(=O)(=O)N1CCOCC1	-4	-5	-2	-14	36	1	-1	-36	3.0	-4

Three compounds out of the list, sorted by SMILES length, ascending.
SMILES	DAGLB inhibitor	RTF Ca sens inh	PKA-R2B act	PvdQ acylase	SR-BI DiI inh	NSD2 inh	Arr AP2 block	SR-BI uptake up	C-LANA FP	Keap1 Nrf2 FP
O=C(NCC1CCCO1)c1ccccn1 (stereo not drawn)	-1	8	-6	-2	-19	0	-1	19	-0.6	-2
COc1cccc(OCc2cc(C3Nc4ccccc4C(=O)N3Cc3ccco3)ccc2OC)c1 (stereo not drawn)	0	0	0	3	30	-1	17	-3	0.5	-9
CCOC(=O)c1c(C)[nH]c(C)c1C(=O)COc1ccc(NC(=O)c2ccco2)cc1	1	-22	0	-9	30	3	7	-30	-0.8	-2

Assay outcomes as filed in PubChem BioAssay.
